# VLA-4 inh: inhibition in a human VLA-4 binding assay. VLA-4 expressing cells, ligand binding flow cytometry. inhibition, % (about 7 µM as worked out from the volumes in the protocol). AID 2557. hit rate 0.2% among 330,000; in the data active = inhibition above about 50%
# Target sequence (P13612 whole entry, looked up): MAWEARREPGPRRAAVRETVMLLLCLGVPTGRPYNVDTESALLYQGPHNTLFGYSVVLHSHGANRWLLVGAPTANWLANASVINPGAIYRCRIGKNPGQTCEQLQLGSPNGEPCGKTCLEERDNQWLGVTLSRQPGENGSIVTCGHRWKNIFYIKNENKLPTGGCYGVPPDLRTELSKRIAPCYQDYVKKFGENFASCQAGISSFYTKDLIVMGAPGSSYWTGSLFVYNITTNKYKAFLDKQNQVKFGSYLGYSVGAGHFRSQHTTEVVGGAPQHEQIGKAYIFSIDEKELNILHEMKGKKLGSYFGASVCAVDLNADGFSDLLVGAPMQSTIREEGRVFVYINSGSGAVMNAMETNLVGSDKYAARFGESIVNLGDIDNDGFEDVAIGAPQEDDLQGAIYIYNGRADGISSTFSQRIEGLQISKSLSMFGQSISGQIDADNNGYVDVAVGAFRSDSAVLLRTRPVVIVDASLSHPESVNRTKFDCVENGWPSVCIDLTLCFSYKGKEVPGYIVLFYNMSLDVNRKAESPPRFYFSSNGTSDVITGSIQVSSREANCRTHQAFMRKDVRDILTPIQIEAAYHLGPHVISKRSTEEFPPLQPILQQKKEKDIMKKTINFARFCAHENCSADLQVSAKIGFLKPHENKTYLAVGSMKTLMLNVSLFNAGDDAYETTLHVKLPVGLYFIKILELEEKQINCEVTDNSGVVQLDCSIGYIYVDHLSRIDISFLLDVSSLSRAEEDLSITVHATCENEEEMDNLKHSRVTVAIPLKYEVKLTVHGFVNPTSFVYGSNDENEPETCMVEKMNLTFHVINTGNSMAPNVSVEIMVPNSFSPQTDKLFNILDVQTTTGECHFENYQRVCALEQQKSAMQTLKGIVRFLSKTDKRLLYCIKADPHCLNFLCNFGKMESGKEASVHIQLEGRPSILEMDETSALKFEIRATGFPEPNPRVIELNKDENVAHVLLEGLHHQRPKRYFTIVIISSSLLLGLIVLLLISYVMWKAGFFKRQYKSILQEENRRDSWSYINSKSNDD
# AGP1 TOR yeast: yeast TOR pathway AGP1-GFP modulation; S. cerevisiae AGP1-GFP multiplex flow cytometry, 3 h; GFP as percent of DMSO wells; GFP response vs DMSO, % at 10 µM; hit rate 0.02% among 320,000;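 active = GFP response relative to DMSO above a set limit, near screen average plus 3 SD, cut at about 150% in these data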;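 note: median GFP channel fluorescence of the gated AGP1 strain per well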
# CIT2 TOR yeast: modulators of TOR pathway CIT2-GFP in S. cerevisiae | S. cerevisiae CIT2-GFP strain, flow cytometry, 3 h; 100 means same as DMSO wells | GFP response vs DMSO, % at 10 µM | hit rate 0.065% among 320,000;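 active = GFP response relative to DMSO above a set limit, near the screen mean plus 3 SD, cut at about 150% in these data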;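 note: ratio of well median GFP fluorescence to mean of DMSO wells on the plate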
# GRK2 inh: human GRK2 inhibition via aptamer displacement; bead flow cytometry, FAM-aptamer displacement from GRK2; hit rate 0.59% among 330,000; P25098; inhibition of aptamer binding, % at 10 µM;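 active = inhibition of aptamer binding above 40%, roughly 3 SD of noise, on plates passing a quality check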;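 note: median bead fluorescence of bound FAM aptamer so fluorescent compounds give negative values; no value below 0 was filed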
# RPL19A TOR yeast: yeast TOR pathway RPL19A-GFP modulation; S. cerevisiae RPL19A-GFP strain, flow cytometry, 3 h; stronger effect = lower value; percent response vs DMSO, % at 10 µM; hit rate 0.3% among 330,000; AID 2025;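 active = percent response vs DMSO below 50%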;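 note: median channel GFP fluorescence of the barcoded RPL19A-GFP strain; ratio of sample median GFP to plate DMSO average so 100% = DMSO; lower means less RPL19A-GFP as with rapamycin TOR inhibition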
# Yeast superoxide: caloric restriction mimetics inhibiting age-related superoxide in yeast; S. cerevisiae aged cells, superoxide DHE fluorescence; stronger effect = lower value; superoxide response (% of plate mean), % at 10 µM; hit rate 0.18% among 330,000;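 active = superoxide response under a set limit, about three screen SD below normal, cut at about 65% in these data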;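 note: yeast aged for seven days with compound at 30 °C before DHE staining; 100% = average MFI of all compound-treated wells on the plate with controls excluded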
# LAP4-GFP MLPCN: yeast TOR pathway LAP4-GFP modulation; S. cerevisiae LAP4-GFP multiplex, flow cytometry GFP, 3 h; median GFP as percent of DMSO wells; GFP response vs DMSO, % at 10 µM; hit rate 0.34% among 320,000; AID 2023;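 active = GFP response vs DMSO above a set limit, about the screen mean plus 3 SD, cut at about 150% in these data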
# MEP2 TOR yeast: alters MEP2-GFP fluorescence in TOR pathway yeast screen; S. cerevisiae MEP2-GFP strain, flow cytometry GFP, 3 h; 100% = DMSO control level; GFP response vs DMSO, % at 10 µM; hit rate 0.51% among 330,000; AID 2016;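 active = GFP response versus DMSO above a set limit, roughly screen mean plus 3 SD, cut at about 180% in these data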;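 note: median GFP fluorescence of the barcode-gated MEP2-GFP cells per well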
# Numbers without * were called inactive; · = no result given.
# The line under a structure holds: VLA-4 inh, AGP1 TOR yeast, CIT2 TOR yeast, GRK2 inh, RPL19A TOR yeast, Yeast superoxide, LAP4-GFP MLPCN, MEP2 TOR yeast
- CS(=O)(=O)c1nc(S(=O)(=O)c2ccc(Cl)cc2)c(N2CCOCC2)s1
→ 7, 103, 103, 0, 101, 119, 99, 109
- Cc1cc(C(=O)COc2ccc(Br)cc2F)c(C)n1C1CC1
→ 4, 94, 81, 0, 93, 81, 133, 90
- CC(=O)NC(Cc1ccccc1C)C(=O)NC1CCN(C(=O)c2ccc(C)cc2)CC1 (stereo unspecified)
→ 43, 101, 103, 2, 95, 74, 99, 96
- O=C(NCCCNC(=O)c1cnccn1)c1cccc(F)c1
→ 2, 81, 93, 0, 89, 100, 74, 73
- Cc1c(C)c2c(OCC(=O)N[C@@H](Cc3ccccc3)C(=O)O)cc3c(c2oc1=O)CCC(C)(C)O3
→ 64*, 97, 97, 0, 100, 97, 105, 100
- Cc1nc([N+](=O)[O-])c(C(=O)OCc2cccc(Br)c2)n1C
→ 4, 92, 81, 0, 92, 115, 109, 95
- Cn1c(Sc2ccccc2Cl)c(C=O)c2ccccc21
→ 25, 98, 104, 0, 96, 104, 91, 95
- CCCCC(=O)Nc1cccc(NC(=S)NC(=O)C(C)C)c1
→ ·, 96, 92, 4, 99, 103, 96, 103
- N#C/C(C(=O)N1CCOCC1)=C1/SC(Cc2ccccc2)C(=O)N1c1ccccc1 (stereo unspecified)
→ 1, 103, 106, 1, 98, 114, 96, 105
- Cc1[nH]nc2c1/C(=N\O)CC(C)(C)C2
→ -12, 101, 118, 0, 104, 103, 106, 103
- CC1CCCCN1C(=O)c1ccc(OC2CCN(S(=O)(=O)N(C)C)CC2)cc1 (stereo unspecified)
→ 2, 108, 101, 3, 96, 100, 104, 114
- COC(=O)c1ccc(COC(=O)c2ccc(N(C)C)cc2)cc1
→ 12, 101, 94, 0, 98, 89, 109, 102
- CC(C)N(Cc1ccccc1)C(=O)c1ccc2c(c1)OCO2
→ 27, 96, 92, 36, 98, 107, 105, 101
- CCOc1ccc(CCNC(=O)c2sc3nc4n(c(=O)c3c2C)CCC4)cc1OCC
→ -10, 98, 102, 3, 100, 101, 91, 95
- Cc1cc2c(cc1C)NC1(C(=O)Nc3ccccc31)C1=C(CC(C)(C)CC1=O)N2 (stereo unspecified)
→ -1, 106, 102, 0, 104, 111, 102, 106
- Cc1nnc(C)n1/N=C/c1ccc(C(C)C)cc1
→ -3, 104, 107, 1, 99, 80, 96, 99
- CCOC(=O)C1(CCOc2ccccc2)CCN(Cc2ccc(C)o2)CC1
→ 15, 92, 80, 0, 91, 95, 112, 100
- O=C(C1CCCN(Cc2ccncc2)C1)N1CCc2ccccc2C1 (stereo unspecified)
→ 26, 96, 92, 0, 95, 100, 94, 98
- CCn1c(=O)c(C(=O)NNS(=O)(=O)c2ccc(C)cc2)c(O)c2ccccc21
→ -12, 97, 96, 0, 99, 93, 96, 109
- COc1ccc(SCCC(=O)NCc2ccncc2)cc1
→ 23, 99, 96, 0, 97, 99, 103, 96
- COc1ccc(NC(=O)C2CCCN(S(=O)(=O)c3c(C)[nH]c(=O)[nH]c3=O)C2)cc1 (stereo unspecified)
→ 11, 101, 99, 1, 97, 103, 94, 95
- CCO[C@H]1OC(C(=O)Nc2ccccc2)=C[C@@H](c2ccc(Br)cc2)[C@@H]1CCCO
→ 1, 96, 122, 0, 103, 102, 148, 97
- Cn1c(C(=O)N2CCN(Cc3ccccc3)CC2)cc2c(=O)n(C)c3ccccc3c21
→ -22, 115, 107, 0, 104, 95, 110, 120
- CC(=O)c1cnc2n(c1=O)CCS2
→ -8, 93, 97, 0, 96, 97, 95, 99
- Cn1cccc1/C=N/n1c(-c2ccc(Cl)cc2)n[nH]c1=S
→ 20, 105, 101, 0, 104, 95, 103, 103
- COc1ccc(Cl)cc1NC(=O)C(C)Sc1nncn1C (stereo unspecified)
→ 8, 99, 98, 2, 92, 96, 98, 99
- NC(=O)NC(=O)C(Nc1ccc(N2CCCCC2)cc1)c1ccccc1 (stereo unspecified)
→ -11, 95, 111, 2, 102, 88, 95, 104
- Cc1c(C(=O)Nc2ccc(Oc3ccccc3)cc2)sc2nc3n(c(=O)c12)CCC3
→ 0, 103, 94, 0, 99, 114, 132, 108
- Clc1ccc(SCCn2ccnc2)cc1
→ 2, 93, 92, ·, 91, 113, 90, 90
- C[C@@H]1NC(=O)c2cc([N+](=O)[O-])cc(I)c2OCC[C@@H](C(=O)NC(CC(=O)O)C(N)=O)NC(=O)[C@H](CCC(=O)O)NC1=O (stereo partly specified)
→ 0, 84, 72, 3, 93, 91, 110, 92

# Printed as active in VLA-4 inh, among the entries above:
structure	VLA-4 inh	AGP1 TOR yeast	CIT2 TOR yeast	GRK2 inh	RPL19A TOR yeast	LAP4-GFP MLPCN	MEP2 TOR yeast
Cc1c(C)c2c(OCC(=O)N[C@@H](Cc3ccccc3)C(=O)O)cc3c(c2oc1=O)CCC(C)(C)O3	64*	97	97	0	100	105	100

# As entered above:
# Yeast superoxide, COC(=O)c1ccc(COC(=O)c2ccc(N(C)C)cc2)cc1 : 89
# GRK2 inh, CC(C)N(Cc1ccccc1)C(=O)c1ccc2c(c1)OCO2 : 36

# Three structures from above, arranged by count of non-hydrogen atoms, largest number first.
# The line under a structure holds: VLA-4 inh, AGP1 TOR yeast, CIT2 TOR yeast, GRK2 inh, RPL19A TOR yeast, Yeast superoxide, LAP4-GFP MLPCN, MEP2 TOR yeast
- Cc1c(C)c2c(OCC(=O)N[C@@H](Cc3ccccc3)C(=O)O)cc3c(c2oc1=O)CCC(C)(C)O3
→ 64*, 97, 97, 0, 100, 97, 105, 100
- Cc1nnc(C)n1/N=C/c1ccc(C(C)C)cc1
→ -3, 104, 107, 1, 99, 80, 96, 99
- Cc1[nH]nc2c1/C(=N\O)CC(C)(C)C2
→ -12, 101, 118, 0, 104, 103, 106, 103

# Continuation.
# The line under a structure holds: VLA-4 inh, AGP1 TOR yeast, CIT2 TOR yeast, GRK2 inh, RPL19A TOR yeast, Yeast superoxide, LAP4-GFP MLPCN, MEP2 TOR yeast
- CN(C)C(=O)CSc1nnc([C@H](Cc2ccccc2)NC(=O)OC(C)(C)C)o1
→ 17, 117, 102, 2, 104, 109, 110, 102
- CCc1cccc(NC(=S)N(CCN(C)C)C(C)c2ccncc2)c1 (stereo unspecified)
→ -6, 102, 104, 1, 98, 91, 103, 100
- Cc1cc(-c2ccc(/C=N/n3cnnc3)o2)ccc1Cl
→ 7, 89, 90, 0, 100, 102, 93, 95
- O=C(c1ccccc1F)N1CCC(N2CCCCCC2)CC1
→ 13, 97, 100, 0, 99, 96, 93, 100
- COc1cccc(Oc2nc3ncn(Cc4ccccc4)c3c(=O)n2C)c1
→ 26, ·, 106, 2, 98, 104, 101, 105
- CCSc1nnc(NC(=O)c2nc3nc(C)cc(C)n3n2)s1
→ 8, 105, 101, 0, 104, 94, 102, 102
- COc1ccc(C(=O)NCCS(=O)(=O)N2CCc3ccccc3C2)cc1
→ 48, 97, 94, 2, 99, 105, 106, 108
- CC1(C)CC(=O)C(CC2C(=O)CC(C)(C)CC2=O)C(=O)C1
→ -4, 120, 116, 1, 103, 85, 98, 109
- Cc1cc(NC(=O)c2ccc3c(c2)C(=O)N(C(C)(C)C)C3=O)no1
→ 5, 99, 91, 0, 98, 110, 96, 101
- CCC(CO)Oc1cc(NCc2ccccc2O)c2ncn(C(C)C)c2c1 (stereo unspecified)
→ -11, 100, 97, 0, 96, 99, 89, 87
- Cc1ccc(C(=O)COC(=O)COc2ccc(C)c(C)c2)cc1
→ 3, 87, 92, 2, 104, 109, 99, 103
- CC(=O)c1sc(NC(=O)COc2ccc(Br)cc2)nc1C
→ -6, 97, 111, 0, 106, 98, 90, 107
- C#CCOCCOCCOCCNc1nc(N2CCN(C(=O)Cn3cc(CCCCN)nn3)CC2)nc(N2CCN(C(=O)[C@H](CCCCN)n3cc(CCC(=O)O)nn3)CC2)n1
→ 3, 109, 102, 4, 98, 106, 93, 103
- COc1ccc(CCNC(=O)c2coc(=O)c(Br)c2)cc1
→ 6, 95, 89, 1, 97, 107, 100, 92
- O=C(CCC1CCCCC1)Nc1ccccc1C(=O)N1CCOCC1
→ 7, 105, 97, 6, 109, 115, 97, 107
- COc1ccc(NC(=O)CN(C)C(=O)c2ccc3[nH]c4c(c3c2)CC(C)CC4)cc1 (stereo unspecified)
→ 5, 102, 98, 2, 98, 108, 107, 102
- Cn1c(=O)c2c(nc3n2CC(COc2ccc(Cl)cc2)O3)n(C)c1=O (stereo unspecified)
→ -7, 113, 109, 0, 95, 105, 96, 107
- O=C(Nc1ccc2c(c1)OCCO2)C1CCCN1C(=O)Nc1ccccc1 (stereo unspecified)
→ -6, 111, 107, 0, 105, 98, 101, 105
- CCn1c(=O)n(CC(=O)NCC2CCCO2)c(=O)c2c3c(sc21)COC(C)(C)C3 (stereo unspecified)
→ 27, 102, 103, 3, 99, 103, 96, 100
- Cc1cccc(NC(=S)Nc2cccc(C(F)(F)F)c2)n1
→ 6, 99, 104, 2, 100, 110, 97, 101
- C=CCn1c(CCCOc2ccc(Cl)cc2Cl)n[nH]c1=S
→ -4, 94, 93, 1, 99, 130, 98, 99
- O=C(OCC(=O)N1CCN(C(=O)c2ccco2)CC1)c1cn(-c2ccccc2)nc1-c1ccccc1
→ 2, 103, 92, 2, 90, 108, 100, 102
- Cc1ccc(C(=O)NNC(=O)Cn2ccc(C(F)(F)F)n2)o1
→ 4, 118, 111, 2, 108, 88, 112, 104
- O=C(OCc1ccc(Cl)cc1Cl)c1cccnc1Cl
→ -1, 99, 93, 7, 102, 110, 109, 107
- O=C(/C=C/c1ccccc1[N+](=O)[O-])N1CCN(c2ccccc2F)CC1
→ 10, 96, 100, 0, 105, 82, 102, 98

# Part of the list above, limited to VLA-4 inh and LAP4-GFP MLPCN:
mol | VLA-4 inh | LAP4-GFP MLPCN
C#CCOCCOCCOCCNc1nc(N2CCN(C(=O)Cn3cc(CCCCN)nn3)CC2)nc(N2CCN(C(=O)[C@H](CCCCN)n3cc(CCC(=O)O)nn3)CC2)n1 | 3 | 93
Cc1ccc(C(=O)NNC(=O)Cn2ccc(C(F)(F)F)n2)o1 | 4 | 112
Cn1c(=O)c2c(nc3n2CC(COc2ccc(Cl)cc2)O3)n(C)c1=O (stereo unspecified) | -7 | 96
CN(C)C(=O)CSc1nnc([C@H](Cc2ccccc2)NC(=O)OC(C)(C)C)o1 | 17 | 110
Cc1ccc(C(=O)COC(=O)COc2ccc(C)c(C)c2)cc1 | 3 | 99

# Screening data: PubChem, NMMLSC
